Screening data (PubChem)
MITF TRPM1 HTS: activators of MITF-driven TRPM1 promoter activity in SK-MEL-5 cells. activation, % at 12.5 µM. SK-MEL-5 TRPM1-promoter luciferase, 24 h; % of positive control, neutral wells = 0. actives 0.75% (n = 300,000). AID 588334;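 active means mean activation of at least 80% with every replicate also reaching 80%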;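 further: 0% = neutral control wells and 100% = parthenolide positive control wells; values of inactives mirror those of a sister screen read the other way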
dFosB activator: activators of mouse delta FosB homodimer; P13346; purified delta FosB, TAMRA-CDK5 oligo fluorescence polarization; percent of positive-control signal above neutral wells; activation, % at 25 µM; actives 0.99% (n = 340,000);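 active means mean activation above about 17%, with every replicate also reaching it, limit read from the data, passing the limit was not always enough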;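 further: fluorescence polarization rise as delta FosB binds a TAMRA Cdk5 AP-1 oligo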
PKA-R1A act: PKA-R1A complex activation; P00514+P68181; PKA-R1A dissociation, Cy5-IP20 fluorescence polarization; scaled: DMSO 0%, 113 µM cGMP 100%; activation, % at 11.4 µM; actives 0.083% (n = 340,000);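 active means percent activation above the mean of all tested compounds plus 3 SD, cut at about 19% in these data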;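 further: higher means more PKAc released from R1A so a rise in polarization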
Arrestin-AP2 inh: inhibitors of human beta-arrestin and AP2 interaction; AID 504490; FITC-arrestin peptide / GST-AP2 beads, flow cytometry; AP2 beta2 appendage carries R879A mutation; inhibition, % at 10 µM; actives 0.31% (n = 340,000);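 active means inhibition above a set limit, near 3 SD of compounds lacking own fluorescence, cut at about 54% in these data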;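 further: plate controls were DMSO wells for no effect and 5 µM unlabelled arrestin peptide for full effect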
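System: GST-tagged AP2 beta2-adaptin appendage (R879A) on 4 µm glutathione beads / Reagent: FITC-arrestin peptide, 50 nM / Detection: HyperCyt-sampled flow cytometry, FL1 channel, ex 488/em 535 nm / Timing: 12 min plus 1 h, RT / Buffer or medium: PBS plus Tween 20 (0.05%) and BSA (0.1%)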
NSD2 inh: blocks human histone methyltransferase NSD2; O96028; NSD2 peptide methylation, AlphaScreen, 120 min; inhibition, % at 12.5 µM; actives 0.54% (n = 310,000); AID 743445; in the data active means inhibition above about 50%
Target sequence (O96028 whole entry, looked up): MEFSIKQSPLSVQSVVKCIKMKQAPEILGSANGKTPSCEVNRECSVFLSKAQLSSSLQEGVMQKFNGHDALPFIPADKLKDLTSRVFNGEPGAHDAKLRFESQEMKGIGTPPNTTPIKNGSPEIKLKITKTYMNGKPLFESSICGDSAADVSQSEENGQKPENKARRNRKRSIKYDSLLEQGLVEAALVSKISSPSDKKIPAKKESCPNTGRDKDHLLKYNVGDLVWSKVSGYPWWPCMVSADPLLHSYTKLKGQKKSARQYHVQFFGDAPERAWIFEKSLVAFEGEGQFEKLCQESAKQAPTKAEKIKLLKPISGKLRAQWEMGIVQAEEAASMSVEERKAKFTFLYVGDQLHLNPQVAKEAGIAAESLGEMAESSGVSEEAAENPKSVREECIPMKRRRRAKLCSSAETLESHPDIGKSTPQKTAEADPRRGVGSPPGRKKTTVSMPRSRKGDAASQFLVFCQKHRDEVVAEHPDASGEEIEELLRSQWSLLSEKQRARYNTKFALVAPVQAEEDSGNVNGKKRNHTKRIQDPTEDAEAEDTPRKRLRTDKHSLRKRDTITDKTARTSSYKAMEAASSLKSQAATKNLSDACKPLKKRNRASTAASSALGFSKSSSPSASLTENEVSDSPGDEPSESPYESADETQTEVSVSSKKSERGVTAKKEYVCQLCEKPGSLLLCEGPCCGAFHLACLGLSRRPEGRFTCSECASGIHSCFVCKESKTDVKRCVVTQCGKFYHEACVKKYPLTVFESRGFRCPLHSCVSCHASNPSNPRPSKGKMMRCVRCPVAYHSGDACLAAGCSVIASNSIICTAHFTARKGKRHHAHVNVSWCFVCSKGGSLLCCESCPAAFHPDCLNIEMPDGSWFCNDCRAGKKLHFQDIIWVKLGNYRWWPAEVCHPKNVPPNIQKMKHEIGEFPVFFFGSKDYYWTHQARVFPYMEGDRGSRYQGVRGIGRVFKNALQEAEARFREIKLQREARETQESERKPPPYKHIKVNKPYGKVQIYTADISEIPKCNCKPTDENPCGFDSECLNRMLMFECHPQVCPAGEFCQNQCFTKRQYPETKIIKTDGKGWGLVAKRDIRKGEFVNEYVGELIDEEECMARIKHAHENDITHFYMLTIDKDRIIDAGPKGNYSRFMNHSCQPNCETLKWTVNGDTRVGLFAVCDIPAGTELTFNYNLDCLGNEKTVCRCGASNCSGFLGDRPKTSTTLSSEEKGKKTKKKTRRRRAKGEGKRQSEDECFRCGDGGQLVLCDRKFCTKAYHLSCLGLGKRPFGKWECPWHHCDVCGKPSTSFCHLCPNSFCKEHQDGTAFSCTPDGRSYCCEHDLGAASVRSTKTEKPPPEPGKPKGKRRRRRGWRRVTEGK
CDK5 inh: blocks human CDK5/p35 kinase activity; Q00535+Q15078; Recombinant CDK5/p35, ADP-Glo luminescence, 60 min; inhibition, % at 10 µM; actives 0.01% (n = 330,000); AID 488839;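 active means highest replicate inhibition of at least 50% and at least 75% of replicates reaching 50%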;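 further: plate controls were DMSO neutral control for no effect and GW8510 at 10 µM for full effect; many of its hits are not listed in these tables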
SR-BI uptake up: enhances SR-BI lipid uptake from DiI-HDL. activation, % at 12.5 µM. actives 0.096% (n = 320,000). CHO ldlA[mSR-BI] cells, DiI-HDL uptake fluorescence, 3 h; 100 = double the neutral-control signal. AID 504775;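 active means mean replicate activation of at least 60% and every replicate at or above 60%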;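 further: 0% = median plate neutral-control signal and 100% = twice that signal; values of inactives mirror those of a sister screen read the other way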
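Material: SR-BI-overexpressing, LDLR-lacking CHO cells; schedule: compound exposure 3 h, 37 °C; reagent: DiI-labelled HDL at 10 µg/mL final; technique: bottom-read fluorescence, 550/595 nm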
SR-BI DiI inh: blocks mouse SR-BI lipid uptake from DiI-HDL; actives 0.96% (n = 320,000); Q61009; ldlA[mSR-BI] CHO cells, DiI-HDL uptake fluorescence, 3 h; inhibition, % at 12.5 µM;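 active means mean replicate inhibition of at least 70% and a set share of replicates each scoring 70 or more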;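 further: 0% = median of neutral control wells and 100% = median of positive control wells; values of inactives mirror those of a sister screen read the other way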
PKA-R2B act: activators of human PKA-R2B complex; P22694+P31323; PKA-R2B holoenzyme dissociation, Cy5-IP20 fluorescence polarization; R2B truncated from residue 108, S112A mutant; 0% DMSO only, 100% 113 µM cGMP; activation, % at 11.4 µM; actives 0.079% (n = 340,000); AID 504700;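 active means activation above a cutoff set at the mean over all compounds plus 3 SD, cut at about 18% in these data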;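 further: higher means more holoenzyme dissociation and a rise in polarization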
Pemphigus Ab inh: human desmoglein-3 autoantibody binding inhibition; P32926; DSG3-coupled beads, scFv-anti-DSG3-GFP binding, flow cytometry; active compounds read low; binding (percent of control), % at 10 µM; actives 0.48% (n = 310,000);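 active means binding more than 3 SD below its plate's average and above zero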;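 further: hits lower antibody fragment binding to DSG3; some compounds called inactive have numbers as strong as hits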
Mot1-301 SUMO: inhibitors of SUMOylation pathway: yeast Mot1-301 growth rescue. S. cerevisiae Mot1-301 growth rescue, ATP luminescence, 38.5C; percent above DMSO median, 100 means doubled. growth rescue, % at 18.8 µM. actives 1% (n = 320,000);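 active means every valid replicate shows activation above 250% relative to neutral control wells; inactive means the rest, any valid replicate at or below 250%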;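 further: OY570 slx delta 5 strain wells were the positive control but not used for scaling; some compounds called inactive have numbers as strong as hits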
Active calls of the source: *; i = inactive; . = not tested or not shown.

Values run as follows: PKA-R2B act	Mot1-301 SUMO	Pemphigus Ab inh	Arrestin-AP2 inh	PKA-R1A act	SR-BI uptake up	NSD2 inh	SR-BI DiI inh	dFosB activator	MITF TRPM1 HTS	CDK5 inh
CCOc1ccc(NC(=O)c2ccccc2OC)cc1
→ 5	4	106	1	2	-16	0	16	1	12	0.5
CCCOC(=O)Nc1cc(OC)ccc1[N+](=O)[O-]
→ 9	11	96	32	2	-21	3	21	4	17	-0.9
Cc1ccc(NC(=O)C2CCN(S(=O)(=O)c3c(C)n[nH]c3C)CC2)nc1
→ 3	-3	.	2	-9	43	0	-43	3	0	-0.5
CC(C)(C)OC(=O)N1CCC[C@H]1C(=O)OCC(=O)Nc1cc(S(C)(=O)=O)ccc1Cl
→ 9	2	107	-4	-6	4	4	-4	-2	11	0.8
COc1ccc(Cl)cc1NC(=O)c1noc(C)c1[N+](=O)[O-]
→ -10	-12	97	-5	11	-23	2	23	-2	-14	-0.3
CC1CC(C(F)(F)F)n2ncnc2N1 (configuration not stated)
→ -1	.	102	9	2	14	2	-14	9	-7	1.4
O=C1NC(=O)N(Cc2ccccc2F)C1=O
→ -10	-29	100	-4	2	6	2	-6	-1	1	0.6
COc1ccccc1Oc1ccc(-c2cnc3ccccc3n2)cc1[N+](=O)[O-]
→ .	526	108	-2	.	-26	3	26	-8	19	-1.0
Cc1cc(N2CCOCC2)n2nc(C)c(-c3ccccc3)c2n1
→ -16	-9	.	12	-3	-15	-1	15	-3	11	0.0
COc1ccccc1N1CCN(S(=O)(=O)CCNC(=O)c2cc(OC)c(OC)c(OC)c2)CC1
→ 3	90	.	44	11	-18	13	18	-4	-36	-0.3

Record cards, from the list above.
COc1ccc(Cl)cc1NC(=O)c1noc(C)c1[N+](=O)[O-] in the list: PKA-R2B act = -10; Mot1-301 SUMO = -12; Pemphigus Ab inh = 97; Arrestin-AP2 inh = -5; PKA-R1A act = 11; SR-BI uptake up = -23; NSD2 inh = 2; SR-BI DiI inh = 23; dFosB activator = -2; MITF TRPM1 HTS = -14; CDK5 inh = -0.3
COc1ccccc1Oc1ccc(-c2cnc3ccccc3n2)cc1[N+](=O)[O-] in the list: PKA-R2B act = .; Mot1-301 SUMO = 526; Pemphigus Ab inh = 108; Arrestin-AP2 inh = -2; PKA-R1A act = .; SR-BI uptake up = -26; NSD2 inh = 3; SR-BI DiI inh = 26; dFosB activator = -8; MITF TRPM1 HTS = 19; CDK5 inh = -1.0

Later entries.
Values run as follows: PKA-R2B act	Mot1-301 SUMO	Pemphigus Ab inh	Arrestin-AP2 inh	PKA-R1A act	SR-BI uptake up	NSD2 inh	SR-BI DiI inh	dFosB activator	MITF TRPM1 HTS	CDK5 inh
C[C@H]1NC(=O)[C@]2(C)[C@@H](c3ccccc3)[C@H]3COc4ccccc4[C@@H]3N2C1=O
→ 7	.	99	6	7	16	.	-16	-2	1	-0.8
O=C(C[C@H]1C(=O)N(c2ccc(F)c(F)c2)C[C@@H]1Cc1ccccc1)Nc1ccccc1
→ 2	-20	111	-9	2	-49	.	49	-5	11	-1.0
CC(=O)Nc1ccc2nc(NC(=O)c3ccc([N+](=O)[O-])o3)sc2c1
→ 0	71	95	7	-2	-6	-1	6	7	.	-1.2
O=C(/C=C/c1ccc(F)cc1)N1CCCc2ccccc21
→ 6	-12	101	10	6	-14	.	14	-8	24	0.1
Cc1ccc(S(=O)(=O)N2CCOCC2)cc1NC(=O)CSc1ccc(Cl)cc1
→ -6	4	94	10	-4	-8	31	8	-12	-4	1.1
CC(C)(C)C(=O)Nc1ccnn1C1CCN(C(=O)c2cccc(Cl)c2)CC1
→ -9	-10	115	-13	-6	-4	-1	4	3	2	-3.5
COc1cccc(OC)c1NC(=O)C1CCCN1C(=O)NCc1ccccc1 (configuration not stated)
→ -3	-3	94	9	-4	12	.	-12	-1	.	1.0
CCN1CCN(C(=O)CN(c2ccc(F)c(Cl)c2)S(C)(=O)=O)CC1
→ -10	-11	107	5	-1	15	0	-15	-2	-9	-6.1
CCCCn1c(N)c(N(CC(C)C)C(=O)COC(=O)Cc2cccc(OC)c2)c(=O)[nH]c1=O
→ -9	10	108	6	-4	22	-3	-22	-5	-1	-1.3
Nn1c(SCC(=O)Nc2ccc3c(c2)OCO3)nncc1=O
→ -7	13	108	-6	-6	8	-1	-8	-5	-14	-0.4
CNC1=CC(=O)CC(c2ccccc2)C1 (configuration not stated)
→ -2	-19	99	31	-4	-1	0	1	3	2	1.8
O=C(Nc1c[nH]c(=O)[nH]c1=O)c1ccccc1Br
→ 3	48	114	-22	-8	14	-3	-14	2	1	0.0
CCOC(=O)Cn1cnc2c(cnn2-c2ccc(OC)cc2)c1=O
→ 3	15	94	4	1	8	0	-8	-4	.	1.1
COc1nccnc1NS(=O)(=O)c1ccc(NC(=S)NC(=O)c2ccc(F)cc2)cc1
→ -9	0	101	4	-15	-3	3	3	-1	-10	-6.5
CC1CCC(=C(C#N)C(=O)Nc2cccc(Cl)c2)CC1 (configuration not stated)
→ -3	58	100	-5	-5	-19	-1	19	-5	6	2.1
Cc1ccc(-c2nc(NC(=O)c3ccc(S(=O)(=O)N(CCC#N)CCC#N)cc3)sc2-c2ccccc2)cc1
→ -1	10	103	63*	9	-38	-5	38	0	4	-0.3
C=CCNS(=O)(=O)CC12CCC(CC1=O)C2(C)C (configuration not stated)
→ -4	17	100	-3	4	14	-6	-14	0	1	-0.4
Cc1ccc(-c2nnn(CC(=O)N(c3cccc(F)c3)C(C(=O)NC(C)(C)C)c3ccco3)n2)o1 (configuration not stated)
→ -1	-12	99	28	2	-2	0	2	8	-12	-0.9
CN1CCN(c2ccc(Cl)cc2NC(=O)C2COc3ccccc3O2)CC1 (configuration not stated)
→ -7	-27	102	5	5	-17	9	17	-8	.	0.9
CCCn1c(C2CCCN2c2nc(-c3cccc(Br)c3)cs2)nc2cc(Cl)c(Cl)cc21 (configuration not stated)
→ -13	70	98	-7	-11	-10	.	10	1	-18	-1.7
Cc1cccc(NC(=O)CSCC(=O)Nc2cc(S(=O)(=O)N3CCOCC3)ccc2OC(C)C)c1
→ -4	200	122	33	1	2	-1	-2	-7	5	-0.3
Cc1cccc(OCCCC(=O)NNC(=O)c2ccncc2)c1
→ 8	.	105	34	-5	22	-3	-22	6	2	0.3
Cc1ccc(S(=O)(=O)N2CC(C)N(C(=O)N3CCOCC3)C2)cc1 (configuration not stated)
→ -10	-21	99	22	7	.	-2	.	3	-8	0.5
O=C(COc1coc(CN2CCc3ccccc32)cc1=O)NCCc1ccccc1
→ -3	223	99	-7	5	-1	5	1	-9	-16	0.6
Cc1cccc(C)c1OCC(=O)Nn1c(=O)[nH]c2ccccc2c1=O
→ 0	5	97	21	-1	.	0	.	1	-4	0.3
O=C(NC1CCCCC1)C12CC3CC(CC(Cl)(C3)C1)C2
→ 1	-9	102	12	-8	24	10	-24	1	-1	-0.8
NC(=O)c1nc[nH]c1C(=O)Nc1cccc(NC(=O)c2cccc(C(F)(F)F)c2)c1
→ -1	10	109	-9	-3	-11	.	9	27*	20	1.6
Cc1ccc(S(=O)(=O)CC2CSc3nc(N)cc(=O)n32)cc1 (configuration not stated)
→ -2	11	101	-5	6	5	22	-5	4	-6	1.6
Cc1noc(C)c1C(=O)NCCc1ccccc1
→ 1	22	97	23	-8	-8	1	8	-3	0	0.0
Clc1cccc(/C=N/N2CCN(Cc3ccccc3)CC2)c1
→ -2	40	109	8	4	-1	11	1	-13	51	-2.0
O=C(OCC(=O)N1CCC(Cc2ccccc2)CC1)c1ccccc1
→ -4	9	.	0	-9	6	1	-6	-9	40	-2.3
CCc1ccc2c(c1)cc(CN(C(=S)Nc1ccccc1)C1CC1)c1nnnn12
→ -1	-1	98	44	-12	-2	.	2	-5	-7	-2.7
O=C(NC(=S)Nc1ccc(Br)cn1)c1cccs1
→ 1	10	87	7	-13	10	2	-10	-1	22	0.4
COC(=O)Cc1ccc(NC(=S)NNC(=O)c2ccccc2Br)cc1
→ -5	-4	107	3	1	9	0	-9	5	3	3.2
Cc1cc(NC(=O)CSc2nc3c(cnn3-c3cccc(Cl)c3)c(=O)[nH]2)no1
→ -5	-1	99	-6	-7	-5	1	5	6	-10	1.0
COc1ccc(-c2oc3ncnc(NCCN4CCOCC4)c3c2-c2ccc(OC)cc2)cc1
→ 7	-2	.	2	-3	-26	.	26	-4	-3	.
CC(=O)c1cccc(OCc2cc(C(=O)N3C[C@@H](C)O[C@@H](C)C3)no2)c1
→ 6	3	.	-4	-4	-6	.	6	-5	69	0.5
COC(=O)[C@]1(C)N[C@H](CN(C)C(=O)c2ccc(C)cc2)[C@@H]2C(=O)N(C)C(=O)[C@@H]21
→ -12	.	105	15	-7	2	.	-2	-1	3	0.4
CCCCCC(=O)N1CCCC1
→ 7	2	86	1	-9	2	-1	-2	-3	12	1.3
O=C(CCc1ccccc1)Nc1nnc(-c2ccc3c(c2)OCCO3)o1
→ -5	-12	90	-4	1	9	-3	-9	-6	4	1.1
COc1cccc(CC(NC(C)=O)C(=O)NC2CCN(C(=O)Nc3ccc(C)cc3)CC2)c1 (configuration not stated)
→ -6	.	114	28	2	.	.	.	3	-11	-0.1
CCN(c1ccccc1)S(=O)(=O)c1ccc(C(=O)NCC(c2cccs2)N(C)C)cc1 (configuration not stated)
→ -6	-10	87	-12	0	-7	-2	7	-12	-12	0.6
CN1CCN(c2ccc(S(=O)(=O)N3CCCCC3)cc2NC(=O)c2cccc([N+](=O)[O-])c2)CC1
→ -4	116	99	13	1	-3	5	3	-5	4	-2.8
O=c1cc(C=NNc2ccccc2)[nH]c(=O)[nH]1
→ -4	.	96	-7	9	3	52*	-3	1	13	1.2
O=C(COC(=O)Cc1ccccc1F)Nc1ccccc1[N+](=O)[O-]
→ 5	9	87	0	6	8	6	-8	-1	9	-0.3
CCOC(=O)CC(c1ccc(N)cc1)n1c(C)ccc1C (configuration not stated)
→ -8	i	123	18	-4	.	0	.	-1	-6	-0.2
CNc1ccc(C(=O)OCC(=O)Nc2ccnn2C(C)C)cc1[N+](=O)[O-]
→ -3	-3	98	5	-15	6	2	-6	-6	13	0.1
Cc1cccc(N(Cc2ccccc2)C(=O)c2cc(S(=O)(=O)N3CCOCC3)ccc2Cl)c1
→ -5	-23	102	4	-1	-4	-1	4	4	-3	-0.1
CCOc1ccc(NC(=O)CCc2c(C)nn(-c3ccc(N4CCCCC4)nn3)c2C)cc1
→ -4	-17	101	-5	-12	.	4	40	-5	79	-1.3
Cc1ccc(-c2nn[nH]n2)cc1
→ -5	-9	.	-4	5	6	-3	-6	-2	5	0.0
